HT1080 IDH1KD tx = toxicity to HT-1080 IDH1 knockdown cells (counter line); AID 686971; HT-1080 IDH1 knockdown viability, ATP luminescence, 48 h; Potency, µM (highest dose often 46.1 µM), for inactives: at the top dose activity, negative = toxicity, hits mostly cytotoxic; 2% of 360,000 active;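 further: potency means the concentration at half of the fitted maximal effect; 0% = DMSO wells and -100% = cell-free medium wells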
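After a 2 h attachment period, IDH1KD HT-1080 cells took pin-transferred compound for 48 h at 37 °C; ATP-based luminescence after 10 min room-temperature reagent incubation reported viability.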
MCF10A rerep = induces DNA re-replication in MCF 10a normal breast cells; MCF 10A DNA re-replication, Hoechst nuclear intensity, 48 h; Potency, µM (top dose mostly 46.1 µM), without a hit: at the highest dose activity, positive = re-replication, usual class: activators; 2.9% of 350,000 active; further: potency means the concentration at half of the fitted maximal effect; % of control where 0% means no effect; nearly all actives have a fitted effect of over 50% in size
HepG2 viability = HepG2 cytotoxicity, counter-screen for TGF-b inhibitors. 0.76% of 410,000 active. HepG2 CAGA-GFP viability, ATP luminescence, 18 h. Potency, µM (highest dose often 46.1 µM), inactives show top-dose activity change, negative = cytotoxicity, hits mostly cytotoxic; further: potency means the concentration at half of the fitted maximal effect; some results filed as inactive show a strong effect at the top dose
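CellTiter-Glo luminescence gave cytotoxicity after 18 hours at 37 degrees C. The cells were HepG2 CAGA-GFP in 1% FBS DMEM, stimulated with 500 pg/mL TGF-beta after compound addition. %Activity was normalised to no-cell wells (complete cell-killing) and DMSO (no toxicity), and curves were fitted and classified.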
IL-1B inflam inh = blocks inflammasome-driven IL-1 beta release; activity change, % at 57.5 µM; THP-1 LPS/ATP IL-1B secretion, AlphaLISA, 16 h; active compounds read low; 4.7% of 360,000 active; AID 743279; in the data active means activity change below about -50%; inconclusive means mostly about -30% to -49%; further: on the % scale 0 is the no-effect control and ±100 the full control effect
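THP-1 cells pretreated 1 hr with compounds (up to 57.5 uM final), then stimulated with LPS (250 ng/mL final) plus ATP (1.25 mM final); secreted IL-1B measured by AlphaLISA after 16 hr, decreased signal indicating inhibition.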
ATXN2 expr inh = reduces ATXN2 reporter expression in HEK-293 cells. HEK-293 ATXN2-luciferase reporter, luminescence, 24 h. Potency, µM (doses to about 57 µM), without a hit: top-dose activity change, negative = inhibition, hits mostly inhibitors. 0.72% of 360,000 active. AID 1745845; further: potency means the concentration at half of the fitted maximal effect; on the % scale 0 is the no-effect control and ±100 the full control effect; nearly all actives have a fitted effect of over 55% in size
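ATXN2-luciferase reporter cells (luciferase flanked by upstream and downstream ATXN2 gene portions) were treated 24 h at 37 °C with compounds at up to 57 uM. SteadyGlo luminescence gave expression; GF-AFC fluorescence gave viability.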
HT1080-NT tox = kills 2HG-producing HT-1080-NT fibrosarcoma cells | HT-1080-NT fibrosarcoma viability, CellTiter-Glo ATP luminescence, 48 h | Potency, µM (series often up to 46.1 µM), for inactives: at the highest dose activity, negative = less viability, actives largely listed as cytotoxic | 1.6% of 360,000 active | AID 686970;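 further: NT is the 2HG producing partner of a matched IDH1 knockdown line; potency means the concentration at half of the fitted maximal effect; 0% = DMSO-treated cells and -100% = media-only wells without cells; nearly all actives have a fitted effect of over 55% in size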
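HT-1080-NT; 750 cells/well; 5% FBS RPMI; 48 h compound, 37 degrees C; CellTiter-Glo luminescence; curve fitting and curve-class assignment.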
SW480 rerep = inducers of DNA re-replication in SW480 colon cancer cells. SW480 DNA re-replication, Hoechst DNA content imaging, 48 h. Potency, µM (series often up to 46.1 µM), for inactives: top-dose re-replication activation, most hits filed as activators. 1.8% of 340,000 active. AID 624297; further: potency means the concentration at half of the fitted maximal effect; % of control where 0% means no effect; nearly all actives have a fitted effect of over 55% in size
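SW480 cells exposed to compounds for 48 hr at 37 C, 5% CO2, then Hoechst-stained 40 min. Nuclear DNA content imaged by fluorescence scanning (405 nm excitation, 500-530 nm emission); re-replication scored as increased high-intensity nuclei.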
ATXN viability = reduces viability in counter-screen for ATXN expression inhibitors; S2 cells (HEK-293 line with an ATXN2-luciferase reporter) viability, CellTiter-Fluor protease fluorescence, 24 h; Potency, µM (doses to about 56.7 µM), actives largely listed as cytotoxic; 0.49% of 400,000 active; AID 651635; further: potency means the concentration at half of the fitted maximal effect; nearly all actives have a fitted effect of over 40% in size
KB-3-1 cytotox = kills parental KB-3-1 adenocarcinoma cells. AID 1347075. 1.4% of 400,000 active. KB-3-1 viability, CellTiter-Glo ATP luminescence, 72 h. Potency, µM (series often up to 46.1 µM), inactives show at the highest dose activity change, negative = cytotoxic, most hits filed as cytotoxic; further: potency means the concentration at half of the fitted maximal effect; on the % scale 0 is the no-effect control and ±100 the full control effect; nearly all actives have a fitted effect of over 60% in size
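Cells are dispensed, compounds pinned in, plates held at 37 °C for 72 h, then CellTiter-Glo is added and luminescence read after 10 minutes. Cell line: parental KB-3-1 in phenol-red-free DMEM, 10% FBS.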
* hit, by the source's call; i = inactive; ? = inconclusive; . = no result given; & = joins results of further samples; [ ] = dose if it differs, or a comment. Unless noted, the call rests on the fitted dose curve; in most records, active means well fitted curve in the direction sought with a large enough effect; inconclusive means small, poorly fitted or top-dose-only effect, or another doubt; inactive means no such curve, though single readings can be large; an effect the other way counts as inactive or inconclusive.

SMILES	HT1080 IDH1KD tx	MCF10A rerep	HepG2 viability	IL-1B inflam inh	ATXN2 expr inh	HT1080-NT tox	SW480 rerep	ATXN viability	KB-3-1 cytotox
O=C(NCCN1CCCCC1)c1ccc(Oc2cc(Cl)cc(Cl)c2)o1	25.9µM*	?	-6.5%	.	-2.4%	?	-21.0%	i	-5.2%
CN(C)S(=O)(=O)c1ccc(SCC(=O)N2CC(=O)Nc3ccccc32)nc1	3.6%	-0.8%	-0.1%	15.7	5.8%	1.1%	-0.5%	?	-1.5%
CC(=O)N1c2ccc(S(=O)(=O)NCCC(=O)Nc3ccc(F)cc3)cc2CC1C (stereo unspecified)	4.6%	-2.5%	-0.4%	43.6	0.7%	4.3%	18.3%	i	-0.7%
Cc1ccc(N2CC(C(=O)Nc3ncc([N+](=O)[O-])s3)CC2=O)cc1 (stereo unspecified)	-14.4%	-1.4%	9.0%	84.1	-20.0%	?	3.8%	i	4.0%
C=CCN1CCCC1CNC(=O)c1cc2[nH]nnc2cc1OC (stereo unspecified)	1.2%	-6.0%	-13.3%	-15.9	1.1%	13.3%	35.9%	i	-0.3%
Cc1ccc(OC(C)C(=O)Nc2ccc(S(=O)(=O)N3CCOCC3)cc2)cc1 (stereo unspecified)	-9.0%	-9.6%	-1.3%	i	2.3%	2.0%	-16.2%	i	-0.2%
COc1ccc(C(=O)OCC(=O)NC2CCCCCC2)c(OC)c1	-2.1%	2.3%	0.0%	7.6	4.1%	2.2%	-8.2%	i	-12.9%
NC(=O)CC(NC(=O)Cc1cccc2ccccc12)c1ccc(NCCc2ccccc2F)c([N+](=O)[O-])c1 (stereo unspecified)	5.7%	?	1.4%	20.4	8.7%	14.6%	-13.9%	i	0.0%
C=CC[C@H](CC(=O)NCCO)C(=O)N[C@H](COC(=O)[C@H](CC=C)CC(=O)OC(C)(C)C)Cc1c[nH]c2ccccc12	-0.1%	?	2.0%	-12.1	-20.0%	-4.1%	9.5%	?	0.0%
C#Cc1ccc([C@H]2C=C(C(=O)OCC=C)O[C@@H](OCC)[C@@H]2CCCO)cc1	9.7%	-0.4%	-7.7%	20.3	-33.8%	9.1%	-10.1%	?	3.2%
Nc1nc(-c2ccc(F)cc2)cs1	13.6%	2.2%	-3.0%	-3.8	45.3%[activator]	-5.4%	-6.6%	i	-3.7%
COC(=O)C1CC(=O)N(Cc2ccccc2)C1 (stereo unspecified)	8.0%	-1.3%	24.4%	4.7	.	7.4%	-15.9%	i	0.0%
OC(c1ccco1)c1nc(-c2ccc(F)c(Cl)c2)cs1 (stereo unspecified)	?	.	-44.1%	-0.1	2.4%	-18.8%	.	?	0.0%
COc1ccccc1OCCNC(=O)Cc1ccc(S(=O)(=O)N2CCOCC2)s1	1.2%	-0.9%	-11.6%	-4.3	-14.6%	-2.9%	?	i	15.7%
O=C(CN(CCc1ccccc1)C(=O)CNS(=O)(=O)c1ccc(F)cc1)NCc1ccco1	-10.3%	12.2%	16.4%	-5.9	-24.4%	-12.5%	12.2%	i	-11.4%
Cc1ccc2c(C)c(C(=O)N(Cc3ccccc3)C3CCS(=O)(=O)C3)oc2c1 (stereo unspecified)	-13.7%	23.3%	-3.5%	-18.1	-9.3%	?	0.3%	i	?
COc1ccc(NC(=O)CCNS(=O)(=O)c2ccccc2F)cc1S(=O)(=O)N1CCOCC1	13.2%	0.9%	-1.2%	26.7	.	9.9%	-7.1%	i	0.0%
Cc1cc(C(=O)N2CCCC(C)(C(=O)NS(=O)(=O)C3CC3)C2)nn1C(C)(C)C (stereo unspecified)	25.0%	.	2.9%	26.0	11.1%	22.4%	.	i	0.0%
COc1cc(OC)cc(C(=O)N[C@H](C(=O)OCc2cc(=O)oc3cc(C)ccc23)C(C)C)c1	-0.8%	9.5%	-0.5%	1.5	-6.0%	1.4%	-0.2%	?	21.5%
O=C(COC(=O)COc1ccccc1)NC1CCCC1	-3.5%	-4.0%	-5.6%	-15.3	.	2.9%	-8.1%	i	-2.6%
COc1cc(OC)cc(-c2sc3ccc(OC)cc3c2C#CCO)c1	?	25.5%	-30.2%	-18.1	-14.3%	?	0.7%	i	2.6%
CCCCCCc1nc(C(N)=O)c2[nH]c(=O)n(-c3ccc(OCC)cc3)c2n1	1.0%	9.6%	-10.0%	27.8	.	2.1%	1.1%	i	1.9%
CCCCn1c(N)c(N(CCC(C)C)C(=O)C2CCCC2)c(=O)[nH]c1=O	3.9%	11.5%	-7.1%	2.3	.	1.9%	-15.5%	i	-3.7%
CCC(C)NC(=O)CCSCCC(=O)NC(C)CC (stereo unspecified)	13.0%	-0.7%	21.9%	16.4	1.3%	13.8%	-0.5%	i	5.0%

Just MCF10A rerep and HepG2 viability (2 entries from above):
mol | MCF10A rerep | HepG2 viability
COc1cc(OC)cc(C(=O)N[C@H](C(=O)OCc2cc(=O)oc3cc(C)ccc23)C(C)C)c1 | 9.5% | -0.5%
OC(c1ccco1)c1nc(-c2ccc(F)c(Cl)c2)cs1 (stereo unspecified) | . | -44.1%

Later entries.
SMILES	HT1080 IDH1KD tx	MCF10A rerep	HepG2 viability	IL-1B inflam inh	ATXN2 expr inh	HT1080-NT tox	SW480 rerep	ATXN viability	KB-3-1 cytotox
Cc1ccc(S(=O)(=O)N2CCN(Cc3nc4ccc(C)cc4o3)CC2)cc1	.	.	-33.0%	.	1.7%	.	.	i	-2.2%
O=C(Nc1ncn[nH]1)c1ccccc1O	8.7%	-3.3%	-2.6%	3.1	.	7.8%	?	i	3.4%
CC1CC2(NC(=O)NC2=O)C(C)CN1C (stereo unspecified)	4.0%	2.8%	28.1%	26.3	5.6%	11.3%	-4.3%	i	10.3%
COc1ccc(-c2nc(NC(=O)CCNC(=O)c3ccco3)sc2C)cc1	-2.3%	-6.7%	-19.3%	-1.7	?	-4.7%	13.7%	i	-2.6%
Cn1c(=O)c(C(=O)NCc2ccccc2Cl)c(O)c2ccccc21	0.1%	1.3%	-3.4%	20.5	14.2%	0.3%	-8.4%	i	-2.2%
Nc1nc(SCC(=O)NCC2CCCO2)n[nH]1 (stereo unspecified)	12.0%	23.0%	-3.2%	11.0	0.5%	15.4%	-0.9%	i	-0.7%
Cn1c(SCC(=O)Nc2ccc3c(c2)CCC3)nnc1C1CC1	2.8%	0.1%	0.3%	3.8	-9.2%	5.0%	-4.5%	i	2.9%
CCOc1ccc(C(=O)CC(C(=O)O)N2CCN(Cc3ccccc3)CC2)cc1 (stereo unspecified)	-0.1%	16.4µM*	-17.7%	0.0	11.4%	-5.9%	20.7%	i	-3.5%
COc1ccc(NC(=O)Cc2ccc(Cl)c(Cl)c2)cn1	-1.8%	-0.4%	-10.9%	0.0	.	-4.2%	2.6%	i	-2.3%
CCOC(=O)c1sc2nc(C)nc(SCC(=O)N(C)C3CCS(=O)(=O)C3)c2c1C (stereo unspecified)	7.1%	-7.1%	-2.6%	4.9	-1.9%	5.8%	-12.2%	i	11.5%
CNC(=S)N(CCc1c(C)[nH]c2ccc(OC)cc12)Cc1cc(OC)c(OC)c(OC)c1	1.8%	3.2%	-4.9%	-16.8	8.7%	-2.2%	-6.4%	i	-8.3%
COc1ccc(OC)c(NC(=O)C2CCN(S(=O)(=O)c3ccc4c(c3)CC(C)N4C(C)=O)CC2)c1 (stereo unspecified)	-8.9%	?	-25.1%&-24.2%	-6.8	-13.8%&-15.7%	-3.4%	-3.4%	i	-22.7%&-10.7%
Cc1ccc(NC(=O)CSc2nc(-c3ccccc3Cl)nc3cc(=O)[nH]n23)c(C)c1	.	.	-5.3%	.	5.3%	.	.	i	-2.9%
C#CCN1C(=O)C(O)(CC(=O)c2cc(OC)ccc2OC)c2ccccc21 (stereo unspecified)	5.1%	?	1.6%	51.2	-4.5%	4.4%	?	i	-1.3%
COC(=O)C1CCN(C(=O)c2cc3ccccc3oc2=O)CC1	10.8%	-1.7%	-27.7%	27.5	41.9%[activator]	1.0%	-4.5%	i	-1.5%
CC1=NN(c2ccccc2)C(=O)C1/C=C1/NC(=S)NC1=O (stereo unspecified)	2.7%	-3.0%	29.6%	0.0	-33.1%	5.6%	-4.6%	?	0.3%
CCCCn1c2c(c(=N)c3ccccc31)CCC2	-14.7%	23.1%	-0.5%	-2.2	-6.5%	?	-11.2%	i	?
CC1CCN(S(=O)(=O)c2ccc3c(ccc(=O)n3CC(=O)Nc3ccc(C(C)C)cc3)c2)CC1	.	.	-3.3%	.	-11.2%	.	.	i	1.9%

One compound at a time, as listed above:
Record of `Cc1ccc(S(=O)(=O)N2CCN(Cc3nc4ccc(C)cc4o3)CC2)cc1` → HT1080 IDH1KD tx: .; MCF10A rerep: .; HepG2 viability: -33.0%; IL-1B inflam inh: .; ATXN2 expr inh: 1.7%; HT1080-NT tox: .; SW480 rerep: .; ATXN viability: i; KB-3-1 cytotox: -2.2%
Record of `O=C(CN(CCc1ccccc1)C(=O)CNS(=O)(=O)c1ccc(F)cc1)NCc1ccco1` → HT1080 IDH1KD tx: -10.3%; MCF10A rerep: 12.2%; HepG2 viability: 16.4%; IL-1B inflam inh: -5.9; ATXN2 expr inh: -24.4%; HT1080-NT tox: -12.5%; SW480 rerep: 12.2%; ATXN viability: i; KB-3-1 cytotox: -11.4%

From PubChem

Random draw from the library (roughly 8.9% active in at least one column).
